# Assay outcomes from PubChem.
# KDM5B inh – inhibitors of human KDM5B histone demethylase; Potency, µM (series often up to 57.7 µM), inactives show at the highest dose activity change, negative = inhibition, actives largely listed as inhibitors; hit rate 2.6% among 220,000; KDM5B demethylase, FDH-coupled NADH fluorescence (FDH is formaldehyde dehydrogenase); Q9UGL1; AID 1347165; active = well fitted inhibition curve with a large enough effect; inconclusive = small, poorly fitted or top-dose-only effect; inactive = no such curve, though single readings can be large or run the other way; also: 0% is about no effect; nearly all actives have a fitted effect of over 70% in size
# Target sequence (Q9UGL1 whole entry, looked up): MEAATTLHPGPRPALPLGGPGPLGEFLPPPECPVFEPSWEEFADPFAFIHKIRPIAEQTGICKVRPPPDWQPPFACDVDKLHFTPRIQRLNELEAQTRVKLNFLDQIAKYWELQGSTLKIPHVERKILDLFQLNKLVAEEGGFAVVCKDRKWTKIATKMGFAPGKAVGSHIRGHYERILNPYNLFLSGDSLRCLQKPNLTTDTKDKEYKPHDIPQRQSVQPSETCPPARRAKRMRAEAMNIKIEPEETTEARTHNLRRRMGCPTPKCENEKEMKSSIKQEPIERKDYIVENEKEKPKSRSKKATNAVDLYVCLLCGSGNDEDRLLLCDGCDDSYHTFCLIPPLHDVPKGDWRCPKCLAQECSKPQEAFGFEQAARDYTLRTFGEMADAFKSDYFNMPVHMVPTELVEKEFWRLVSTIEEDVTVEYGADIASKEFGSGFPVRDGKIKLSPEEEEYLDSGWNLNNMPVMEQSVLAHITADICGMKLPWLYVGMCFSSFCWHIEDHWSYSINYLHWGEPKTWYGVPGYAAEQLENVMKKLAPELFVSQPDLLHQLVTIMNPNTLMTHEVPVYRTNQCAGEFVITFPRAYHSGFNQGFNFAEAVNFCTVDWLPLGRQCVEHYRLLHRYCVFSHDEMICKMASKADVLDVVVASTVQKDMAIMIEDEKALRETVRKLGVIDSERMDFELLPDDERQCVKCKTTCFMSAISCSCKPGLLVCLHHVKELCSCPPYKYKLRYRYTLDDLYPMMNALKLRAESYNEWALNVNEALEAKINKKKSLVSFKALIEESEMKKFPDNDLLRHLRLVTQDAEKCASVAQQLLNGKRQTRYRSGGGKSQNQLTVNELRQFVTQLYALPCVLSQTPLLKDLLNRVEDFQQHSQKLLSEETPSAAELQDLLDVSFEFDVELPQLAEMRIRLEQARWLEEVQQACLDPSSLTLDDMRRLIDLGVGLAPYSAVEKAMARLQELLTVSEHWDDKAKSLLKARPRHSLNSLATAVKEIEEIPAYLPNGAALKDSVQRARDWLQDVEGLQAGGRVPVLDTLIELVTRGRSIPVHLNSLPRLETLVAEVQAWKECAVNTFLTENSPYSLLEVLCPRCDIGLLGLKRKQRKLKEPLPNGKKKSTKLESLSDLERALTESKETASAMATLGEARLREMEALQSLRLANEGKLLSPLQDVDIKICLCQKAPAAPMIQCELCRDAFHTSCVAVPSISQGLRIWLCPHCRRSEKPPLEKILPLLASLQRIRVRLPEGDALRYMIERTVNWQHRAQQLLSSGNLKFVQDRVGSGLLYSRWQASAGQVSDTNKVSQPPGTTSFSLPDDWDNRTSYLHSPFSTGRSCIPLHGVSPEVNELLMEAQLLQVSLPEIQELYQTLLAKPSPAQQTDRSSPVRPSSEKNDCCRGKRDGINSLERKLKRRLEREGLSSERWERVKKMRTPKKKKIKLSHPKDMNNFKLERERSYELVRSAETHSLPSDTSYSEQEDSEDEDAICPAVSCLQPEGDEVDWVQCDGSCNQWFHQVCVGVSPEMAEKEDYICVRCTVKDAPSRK
#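 Measured: NADH fluorescence change, 30 min, RT. System: KDM5BΔAP 200 nM final, H3K4me3 peptide, α-KG, Fe(II), ascorbate, NAD⁺ plus FDH, pH 7.5 HEPES. Compounds: titrated, 10 min pre-incubation with enzyme.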
# * hit, by the source's call; ? = inconclusive; & = joins results of further samples; [ ] = dose if it differs, or a comment. Potency is read from the fitted curve at half-maximal effect. Not all compounds are listed; rates above refer to the full screens.
SMILES,KDM5B inh
O=C(Nc1ccccc1)N1CCN(c2cnccn2)CC1,?
C#CCOC(=O)c1cccc(CS(=O)(=O)c2ccccc2)c1,-11%
Cc1nc(N2CCCC2)ncc1C(=O)NCc1ccc(F)cc1,?
COc1ccc(C2CCCCCN2Cc2nc(-c3ccccc3OC)no2)cc1 (stereo unspecified),-5%
Cc1ccc(-c2ccccc2C=O)c(C)c1,23%[287 µM]
N#CC(C(=O)Nc1ccccc1Cl)C(=O)c1ccc(F)cc1 (stereo unspecified),12%
CCN(CC)C(=O)Cn1cc(SCC(=O)Nc2ccccc2F)c2ccccc21,17%
CCc1ncc2c(=O)n(Cc3ccc(OC)cc3)ccn12,9%
CCOc1ccccc1CNC(=O)CCc1cn(Cc2ccc(Cl)cc2)c2ccccc12,?
O=C(NCCF)c1cccc(S(=O)(=O)NCCCc2ccncc2)c1,-8%
O=C(Nc1ccc(Br)cc1)c1cnc[nH]1,21%
CC(=O)c1sc(NC(=O)c2ccc3c(c2)OCO3)nc1C,55%[activator]
O=C1Nc2ccccc2CC12CCCN(Cc1ccc(C(F)(F)F)cc1)C2 (stereo unspecified),14%[115 µM]
O=c1[nH]ccn1C1CCN([S+](=O)([O-])c2cccs2)CC1,30%[activator][86.2 µM]
Cc1noc2ncnc(NCc3ccc(Cl)cc3)c12,-4%
CCC(=O)N1c2ccc(S(=O)(=O)CCC(=O)Nc3cccc(C)c3C)cc2CC1C (stereo unspecified),12%
Fc1cc(Cl)ccc1C1c2nc[nH]c2CCN1Cc1ccccn1 (stereo unspecified),42%[activator]
Cc1nnc2n1C(C)CN(C(=O)CCCc1nc(-c3ccncc3)no1)C2 (stereo unspecified),-7%
CC(NC(=O)OCc1ccccc1)c1ccccc1 (stereo unspecified),-5%
CCC(C(=O)N1CCC(C(=O)N2CCCC2)CC1)n1cccn1 (stereo unspecified),38%
Cc1ccc(Cn2c(Cc3ccccc3)nc3ccccc32)cc1,-30%
Cc1ccc(CNC(=O)c2ccc(-c3nc(CS(=O)c4ccccc4)c(C)o3)cc2)cc1 (stereo unspecified),-20%
O=C(COc1ncnc2ccccc12)Nc1ccc(F)cc1,-4%
Cn1c(CCNC(=O)c2ccco2)nc2cc(NC(=O)COc3ccc(Cl)cc3)ccc21,-14%
CC(C)(C)c1ccc(O)c(NC(=O)c2n[nH]c(=O)c3ccccc23)c1,-3%
# Later entries.
SMILES,KDM5B inh
Cn1nccc1CN1CCC2(CC1)CC(=O)c1ccc(Cl)cc1O2,-5%
O=C(Nc1nnc(C2CCCCC2)s1)C1CCN(C(=O)c2cccc(F)c2)CC1,16%
Cc1cccc(-c2nc(SCC(=O)NCc3ccco3)c3c(=O)n(C)c(=O)n(C)c3n2)c1,-7%
COc1ccc2cc(CNC(=O)c3cc4ccc(OC)cc4nc3C)ccc2c1,-7%
CN(C(=O)c1cc(=O)[nH]c2ccccc12)C1CCCC1,-27%
O=c1[nH]nc2n1CCC(NS(=O)(=O)Cc1ccc(F)cc1)CC2 (stereo unspecified),37%[activator]
O=c1c2oc3ccccc3c2n(Cc2ccccc2Cl)c(=O)n1Cc1ccco1,?
CCC(CC)C(=O)Nc1cccc(C(=O)Nc2ccc(S(N)(=O)=O)cc2)c1,12%
CC1CCN(S(=O)(=O)c2cn(CC(=O)Nc3ccc(-c4ccno4)cc3)cn2)CC1,-5%
Cc1c(Br)c(C(F)(F)F)nn1CC(=O)Nc1c(F)cc(F)cc1Br,2%
Cc1cc(C(=O)NNC(=S)NC(=O)c2ccccc2)cs1,?
O=C(NCCCN1CCOCC1)C1CC(=O)N(c2ccccc2)C1 (stereo unspecified),-1%
CNC(=O)CN(C)C(=O)c1cccc(C(F)(F)F)c1,28%
Cc1ccc(C(=O)CSc2nnnn2C2CC2)cc1C,-11%
CCOC(=O)Cn1cc2c(c1-c1ccc(Cl)cc1)c(=O)n(C)c(=O)n2C,?
CC(=O)NCC(=O)N1CC[C@@H]2COCCN(Cc3ccccc3)[C@@H]2C1,1%
OC1CC([C@@H](Cc2ccccn2)NC2CCN(Cc3ccco3)CC2)C1 (stereo partly specified),-11%
CCc1ccc(C(=O)N2CCC3(CC2)N=C(c2ccc(Br)cc2)NO3)cc1,-28%
Cc1cccc(C)c1NS(=O)(=O)c1ccc(S(=O)(=O)N2CCCC2)cc1,17%
O=C(O)CCC(=O)N[C@H]1CCN2C(=O)c3cc(-c4ccc5c(c4)OCO5)ccc3NC(=O)[C@H]12,-14%
Cc1cccc(-c2nc(CS(=O)CC(=O)NCCCSC3CCCCC3)c(C)o2)c1 (stereo unspecified),-5%
CN(C)c1nc2c(c(=O)[nH]c(=O)n2C)n1Cc1ccccc1Cl,10%
CS(=O)(=O)NN1C(=O)c2ccccc2NC1c1cccs1 (stereo unspecified),409%[activator]
O=C(c1cccs1)N1CCC2(CC1)CN(Cc1ccccc1)CC2CO (stereo unspecified),?
O=C(CCc1ccc2c(c1)OCO2)NC1CC(=O)N(CC2CCCCC2)C1 (stereo unspecified),17%

# Part of the list above, with the structure last.
KDM5B inh | structure
? | O=C(Nc1ccccc1)N1CCN(c2cnccn2)CC1
-11% | C#CCOC(=O)c1cccc(CS(=O)(=O)c2ccccc2)c1
? | Cc1nc(N2CCCC2)ncc1C(=O)NCc1ccc(F)cc1
-5% | COc1ccc(C2CCCCCN2Cc2nc(-c3ccccc3OC)no2)cc1 (stereo unspecified)
23%[287 µM] | Cc1ccc(-c2ccccc2C=O)c(C)c1
12% | N#CC(C(=O)Nc1ccccc1Cl)C(=O)c1ccc(F)cc1 (stereo unspecified)
17% | CCN(CC)C(=O)Cn1cc(SCC(=O)Nc2ccccc2F)c2ccccc21
9% | CCc1ncc2c(=O)n(Cc3ccc(OC)cc3)ccn12
? | CCOc1ccccc1CNC(=O)CCc1cn(Cc2ccc(Cl)cc2)c2ccccc12
-8% | O=C(NCCF)c1cccc(S(=O)(=O)NCCCc2ccncc2)c1
21% | O=C(Nc1ccc(Br)cc1)c1cnc[nH]1
55%[activator] | CC(=O)c1sc(NC(=O)c2ccc3c(c2)OCO3)nc1C
14%[115 µM] | O=C1Nc2ccccc2CC12CCCN(Cc1ccc(C(F)(F)F)cc1)C2 (stereo unspecified)
30%[activator][86.2 µM] | O=c1[nH]ccn1C1CCN([S+](=O)([O-])c2cccs2)CC1
-4% | Cc1noc2ncnc(NCc3ccc(Cl)cc3)c12
12% | CCC(=O)N1c2ccc(S(=O)(=O)CCC(=O)Nc3cccc(C)c3C)cc2CC1C (stereo unspecified)
42%[activator] | Fc1cc(Cl)ccc1C1c2nc[nH]c2CCN1Cc1ccccn1 (stereo unspecified)
-7% | Cc1nnc2n1C(C)CN(C(=O)CCCc1nc(-c3ccncc3)no1)C2 (stereo unspecified)

# Continued.
SMILES,KDM5B inh
O=C(C1CCCC1)N1Cc2ccccc2CC2(CCN(Cc3ccncc3)CC2)C1,?
CC(C)CNC(=O)CNC(=O)CC1CCCCC1,33%
CCCNC(=O)c1cc2nc(-c3ccc(Br)cc3)cc(C(F)(F)F)n2n1,-6%
O=C(Nc1cn[nH]c1)C1CCCN(c2ncccc2C(F)(F)F)C1 (stereo unspecified),5%
N#Cc1ccccc1Cn1c(=O)n(-c2ccc(F)c(Cl)c2)c(=O)c2sccc21,-7%
COc1ccc(-c2cnc([C@@H]3COCCN3Cc3nc4ccccc4n3C)[nH]2)cc1,6%[86.2 µM]
C=CCNC(=O)Cn1c(=O)c2c(ncn2CCC(C)C)n(Cc2ccccc2)c1=O,4%&-2%
Nn1c(SCc2ncc(-c3ccccc3)o2)nnc1-c1cccc(Cl)c1,-22%
C=CCn1c(Br)nc2c1c(=O)n(C)c(=O)n2C,11%
O=C(NC1CCN(c2ccc(=O)n(CC3CC3)n2)CC1)c1cnccn1,?
C[S+](=O)([O-])Nc1cccc(-c2cc(-c3cccnc3)c3cncn3c2)c1,35µM*
Cc1cc(Cl)ccc1S(=O)(=O)N1CCn2c(nn(CC3CC3)c2=O)C1,4%
Cc1ccc(-n2ncc(C(=O)Nc3ccc(C)c(F)c3)c2C2CCN(C(=O)OC(C)(C)C)CC2)cc1C,-22%
COc1c(F)ccc(C(=O)NC2CC(=O)N(CCc3ccc(F)cc3)C2)c1F (stereo unspecified),-13%
COc1ccc(-c2ccc(CCC(=O)Nc3cc(Cl)ccc3OC)o2)cc1,?
COc1cc(Nc2c(C#N)cnc3ccccc23)cc(OC)c1OC,-19%
CC(C)CC(=O)N1CCOCC12CCN(Cc1cccc(C#N)c1)CC2,?
CCOCCCNC(=O)CN1CCCc2nc(C3CC3)ncc2C1=O,-7%
COc1cccc(C2Cn3nnc(-c4nc(-c5ccccc5Cl)no4)c3CO2)c1 (stereo unspecified),1%
Cn1ncc(Oc2ccc([N+](=O)[O-])cc2)c(Cl)c1=O,28%
CC(=O)Nc1ccc(NC(=O)CC2C(=O)NCCN2C(=O)CN2CCN(c3ncccn3)CC2)cc1 (stereo unspecified),2%
CCN(CC(=O)Nc1ccccc1OC)C(=O)c1ccc(-c2cc(Cl)ccc2Cl)o1,?
Cc1ccc(NC(=O)COC(=O)c2ccc(Cl)c(S(=O)(=O)N3CCCCCC3)c2)c(C)c1,9%
Cc1ccc(-c2cc3c(ccn3Cc3cccnc3)c(C3=CCOCC3)n2)cn1,35µM*
CCc1c(CN2CCN(c3ccccc3F)CC2)csc1C,?
# (listing goes on)
SMILES,KDM5B inh
CC1C(c2ccccc2)=[N+]([O-])C(C)(c2ccc(Cl)cc2)N1O (stereo unspecified),-14%
O=C(CSc1n[nH]c(-c2cc(Br)ccc2O)n1)N1CCOCC1,?
CC(Sc1ncnc2nc[nH]c12)C(=O)NCc1ccc(Cl)cc1Cl (stereo unspecified),11%
Cc1cc(=O)[nH]c(N)n1,15%
N#Cc1cccc(CN2Cc3[nH]cnc3C[C@H]2c2nc(-c3cccc([N+](=O)[O-])c3)no2)c1,-35%[86.2 µM]
O=C(c1cc2c(s1)CCC(C(=O)N1CCN(C3CCCCC3)CC1)C2)N1CCCC1 (stereo unspecified),?
Cc1ccc(-c2nnc3ccc(C)cc3c2C(=O)O)cc1,3%
CCOC(CC)C(=O)NCC1CCN(Cc2cccs2)CC1 (stereo unspecified),8%
Cc1nc2ccc(Cl)cn2c1C(=O)N1CCC2(CCCN(C)C2=O)C1 (stereo unspecified),?
CC(Sc1nnc(N2CCCCC2)n1-c1ccccc1)c1nc2ccccc2c(=O)[nH]1 (stereo unspecified),14%
CCN(CC)C(CNC(=O)c1nc(-c2ccccc2)oc1C)c1ccccc1 (stereo unspecified),10%
O=C(COc1ccccc1)N[C@@H]1C[C@H](Cn2cc(-c3cccnc3)nn2)[C@@H](O)[C@H]1O,?
CCCn1c(=N)c(C(=O)NCc2cccnc2)cc2c(=O)n3cc(C)ccc3nc21,?
Cc1ccc(CN2CCN(C(=O)CC(C)(C)C)CC2)cc1,1%
Cc1[nH]c(SC(C)C(=O)Nc2cccc(S(=O)(=O)N3CCCCC3)c2)nc1Cc1ccccc1 (stereo unspecified),-24%
COCCNC(=O)Cn1nc(N2CCN(c3ccccc3OC)CC2)ccc1=O,-11%
Cc1ccc(NC(=O)Cn2nc(-c3ccccc3)nc(Cc3ccc(Cl)cc3)c2=O)cc1,-4%
Cc1ccc(NC(=O)C2CCCN(c3nccc(C)n3)C2)c(C)c1 (stereo unspecified),-28%
CN(C)CCCN(Cc1ccc(Cl)cc1Cl)Cc1ccc(Cl)cc1Cl,?
O=C(Nc1ccccc1F)NC1CCN(C(=O)N2CC3CC(C2)[C@H]2CCCC(=O)N2C3)CC1 (stereo partly specified),-13%
COc1ccc(Cl)cc1C(=O)N1CCc2c(nc3cc(-c4ccccc4)[nH]n3c2=O)C1,?
CC1CCN(CC[C@@H]2CC[C@H](O)[C@@H](C(=O)Nc3ccccc3)O2)CC1,-19%[86.2 µM]
CC(C)(C)CC(=O)N1CCC(C(NC(=O)c2ccccc2)C(=O)NCc2ccco2)CC1 (stereo unspecified),-17%
Cc1cc(C)c(NC(=O)CN(C)Cc2coc(-c3ccccc3)n2)c(C)c1,2%
CCCCC(=O)N/N=C(/C)c1ccc(NC(=O)c2ccc(Cl)cc2)cc1,22%
# Next section
SMILES,KDM5B inh
CCOC(=O)C1CCN(C(=O)c2sc3nc(-c4ccc(F)cc4)cn3c2C)CC1,16%
Cc1ccccc1NC(=O)c1cn(-c2ccccc2)nc1-c1ccccc1,?
CC1CCN(C(=O)[C@@H](C)C2CC[C@@]3(C)CC[C@H](NC(=O)c4cnccn4)[C@@H](C)[C@@H]3[C@H]2O)CC1 (stereo partly specified),-5%
Cc1ccc(NC(=O)Cn2ccn3nc4c(c3c2=O)CC(C)CC4)cc1 (stereo unspecified),?
O=C(COc1cc(Cl)ccc1Cl)N1CC=C(c2ccccc2)CC1,-9%
Cc1ccc(-c2nnc(C3CN(C(=O)C4(c5ccccc5)CC4)CC34CCOCC4)o2)cc1 (stereo unspecified),23%
COc1cc(F)cc(-c2ncc3c(n2)OCCN(C)C3=O)c1,35µM*
Cc1cccc(OCC(C)CN2CCC(C(O)(c3ccccc3)c3ccccc3)CC2)c1 (stereo unspecified),-12%
O=C(N/N=C/c1ccccc1Cl)c1cccs1,-11%
COCCNC(=O)c1cc(-c2ccc(F)cc2OC)cc2ncn(C)c12,?
CN1CCCCC(CC(=O)NCc2ccc(Cl)cc2)C1=O (stereo unspecified),10%
Cc1cc(Br)ccc1NC(=O)CN(C)C(=O)Cn1c(=O)cnc2ccccc21,1%
O=c1[nH]nc(-c2ccc(F)cc2)cc1Cc1ccccn1,19%
O=c1c(N2CCN(c3ccccc3)CC2)csc2ccc(Cl)cc12,?
O=C(O)CSc1ccc(Cl)c(Cl)c1Cl,5%
CC1=C(C(=O)Nc2cccc(C(F)(F)F)c2)C(c2ccccc2)n2ncnc2N1 (stereo unspecified),-9%
CN(C)CCNC(=O)c1c(OCC2CC2)cc(=O)n2c1CCOCC2,-5%
